SIAE inh = blocks human sialic acid acetylesterase | Q9HAT2 | SIAE FP-Rh probe binding, fluorescence polarization | inhibition, % at 9.66 µM | 370,000 tested, 0.69% active | AID 1053197;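 active = inhibition above a cutoff: mean of compounds within the control limits plus 3 SD of those, cut at about 17% in these data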;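 note: 0% = plate median of compound wells and 100% = probe without SIAE protein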
LEDGF integ inh = blocks HIV-1 LEDGF/p75-dependent DNA integration; 370,000 tested, 0.64% active; AID 743269; TR-FRET IN-LEDGF/p75 DNA integration, Eu/Cy5; inhibition, % at 3.7 µM;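 active = inhibition above the screen-wide mean plus 3 SD, cut at about 13% in these data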;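 note: signal is the Cy5 over europium emission ratio at 671 and 618 nm; 0% = plate median of compound wells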
rCAG binder = r(CAG) repeat RNA binding | 370,000 tested, 1.3% active | TO-PRO-1 dye displacement fluorescence | AID 651821 | inhibition, % at 3 µM;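 active = inhibition above the plate cutoff, the mean of all test compounds on that plate plus 3 SD, cut at about 35% in these data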;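 note: 0% = DMSO alone and 100% = 100 µM mitoxantrone as full dye displacement; higher means more dye released from RNA so lower well fluorescence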
TDP2 inh = TDP2 (human) inhibition, absorbance primary screen; AID 720702; recombinant TDP2, T5PNP hydrolysis, p-nitrophenol absorbance 415 nm; 370,000 tested, 0.34% active; inhibition, % at 12.8 µM; O95551;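 active = inhibition above the mean of all tested compounds plus 3 SD, set per campaign, cut at about 25% in these data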;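 note: 0% = DMSO with enzyme and 100% = buffer with substrate but no TDP2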
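Incubation: 2 h at 37 °C; Test system: recombinant human TDP2; Quantity: enzyme 120 nM; Read-out basis: percent inhibition; Medium: 50 mM Tris-HCl pH 7.5 with Mg2+, KCl, DTT, BSA; Repeats: single replicate; Compound: 12.8 µM single point, 1% DMSO; Signal: epi absorbance; Reagent: 5 mM T5PNP chromogenic substrate; Benchmarks: no-enzyme high, DMSO-plus-enzyme low.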
PRMT1 inh = inhibitors of human PRMT1; Q99873; recombinant PRMT1, activity-based probe fluorescence polarization; inhibition, % at 2.79 µM; 370,000 tested, 1.3% active; AID 652257;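 active = inhibition above about 21% made by adding two undisclosed values, limit read from the data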
Target sequence (Q99873 whole entry, looked up): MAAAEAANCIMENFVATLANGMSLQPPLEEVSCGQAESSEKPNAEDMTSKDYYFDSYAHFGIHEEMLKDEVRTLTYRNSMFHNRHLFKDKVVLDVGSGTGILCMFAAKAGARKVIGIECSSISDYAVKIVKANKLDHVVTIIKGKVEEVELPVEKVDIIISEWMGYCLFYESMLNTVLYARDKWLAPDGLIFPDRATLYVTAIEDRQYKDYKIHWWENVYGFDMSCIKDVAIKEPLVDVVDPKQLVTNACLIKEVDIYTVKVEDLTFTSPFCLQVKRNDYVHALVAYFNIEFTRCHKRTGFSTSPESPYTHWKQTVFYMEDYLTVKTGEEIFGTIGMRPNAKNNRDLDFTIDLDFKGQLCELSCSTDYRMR
HTRA1 inh = blocks human HTRA1 serine peptidase; Q92743; recombinant HTRA1, FP-rhodamine activity-based probe, fluorescence polarization; inhibition, % at 5.96 µM; 340,000 tested, 0.5% active; in the data active = inhibition above about 36%;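 note: 0% = enzyme with DMSO and 100% = wells lacking enzyme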
NR1D1 modulator = modulates human Rev-erb alpha binding to DNA; P20393; Rev-erbα–FITC-DNA binding, fluorescence polarization, 90 min; activity, % at 10 µM; 370,000 tested, 0.79% active; AID 1259318;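 active = activity above about 14%, limit read from the data; passing the limit was not always enough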;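 note: 0% = DMSO wells with 35 nM protein and 100% = DMSO wells with 750 nM protein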
Target sequence (P20393 whole entry, looked up): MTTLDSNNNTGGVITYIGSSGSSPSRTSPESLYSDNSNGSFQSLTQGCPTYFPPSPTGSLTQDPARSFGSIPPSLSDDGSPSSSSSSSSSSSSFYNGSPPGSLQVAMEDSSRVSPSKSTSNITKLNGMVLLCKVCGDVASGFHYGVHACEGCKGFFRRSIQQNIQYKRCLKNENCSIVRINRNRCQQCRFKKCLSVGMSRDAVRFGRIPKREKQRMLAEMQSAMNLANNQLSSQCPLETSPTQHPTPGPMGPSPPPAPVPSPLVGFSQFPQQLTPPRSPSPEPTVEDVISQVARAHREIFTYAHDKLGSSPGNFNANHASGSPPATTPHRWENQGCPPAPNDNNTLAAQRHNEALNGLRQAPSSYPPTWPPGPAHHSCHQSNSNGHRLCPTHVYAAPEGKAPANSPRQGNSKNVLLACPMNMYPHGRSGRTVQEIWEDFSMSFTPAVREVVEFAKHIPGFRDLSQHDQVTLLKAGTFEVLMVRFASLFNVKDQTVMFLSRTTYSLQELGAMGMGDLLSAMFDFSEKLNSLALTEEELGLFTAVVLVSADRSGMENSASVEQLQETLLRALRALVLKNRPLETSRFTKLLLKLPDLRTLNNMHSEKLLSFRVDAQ
PG9 binder = small molecules binding HIV-1 gp120 antibody PG9. TR-FRET gp120-PG9 antibody binding. inhibition, % at 6.7 µM. 360,000 tested, 0.43% active. AID 624416; in the data active = inhibition above about 8.5%
ABHD4 inh = inhibits mouse alpha/beta hydrolase domain 4. inhibition, % at 8.92 µM. AID 720543. purified mABHD4, FP-Rh probe fluorescence polarization. 370,000 tested, 0.54% active. Q8VD66;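 active = inhibition exceeding the mean over every tested compound plus 3 SD, cut at about 30% in these data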;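 note: 0% = plate median of compound wells and 100% = S159A mutant with DMSO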
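Assay system: mouse ABHD4 enzyme, wild type / Also added: fluorescent activity-based probe FP-Rh / Doses: single nominal dose of 8.92 µM, 0.89% DMSO final / Timing: 45 min compound pre-incubation plus 60 min probe step, 25 °C / Signal: FP readout, ex 525 nm / em 598 nm / Control set: S159A mutant/DMSO as 100%, compound-well median as 0%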
TCR-CD3 inh = human TCR-CD3 binding inhibition; TAMRA-labeled TCR probe fluorescence, biochemical; inhibition, % at 9.4 µM; 360,000 tested, 0.37% active; in the data active = inhibition above about 19%;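 note: recombinant mutant TCR 2C K166C tagged with TAMRA read by polarization; 0% = receptor in buffer alone and 100% = receptor with positive control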
An asterisk follows results filed as active; x = not tested or not shown. Not all compounds are listed, so the mix of outcomes need not match the whole.

SMILES | ABHD4 inh | PRMT1 inh | TCR-CD3 inh | LEDGF integ inh | PG9 binder | NR1D1 modulator | SIAE inh | TDP2 inh | HTRA1 inh | rCAG binder
O=C(O)c1ccc(CNCc2ccc(F)cc2)cc1 | 7 | 1 | 3 | 0 | -0.5 | -1 | -4 | 4 | 2 | -1
COc1ccc(CC(=O)N(Cc2ccccc2)c2ccc(C)cc2)cc1S(=O)(=O)N1CCOCC1 | -1 | 2 | -3 | -5 | -0.7 | -3 | 0 | -1 | -9 | -6
CCCOc1ccc(C(CC(=O)O)NS(=O)(=O)c2ccc(NC(C)=O)cc2)cc1 (configuration not stated) | 2 | -3 | 12 | 1 | -1.3 | 1 | 2 | 5 | -2 | 1
CC1(C)CC(=O)C=C(Nc2ccc(C(=O)O)c(O)c2)C1 | 32* | 10 | 3 | 4 | -0.6 | 3 | 9 | 3 | -2 | -2
COc1ccc(CNc2ccc([N+](=O)[O-])cc2C)cc1 | -15 | 6 | -1 | 0 | 1.0 | 5 | -8 | -16 | -11 | 1
COCc1cc(=O)[nH]c(/N=C(\N)Nc2c(F)cccc2F)n1 | -3 | 4 | -5 | 0 | 0.1 | 0 | -8 | -3 | x | 1
Fc1ccccc1CSc1nc2ncc(Br)cc2[nH]1 | -14 | -3 | 4 | -7 | -7.4 | 4 | -12 | 8 | -14 | 1
COc1ccccc1CN1C[C@@H]2C[C@@H](c3ccccc3OC)N3CCC[C@@]23C1=O | 1 | 3 | 4 | -3 | -0.1 | -7 | -1 | 4 | 1 | -9
O=C(O)CS(=O)CC(=O)Nc1cccc(C(F)(F)F)c1 (configuration not stated) | -1 | -3 | 7 | 0 | -0.1 | -1 | -1 | -2 | -1 | 1
COc1ccc(C(=O)C[n+]2ccccc2/C=N/O)cc1 | -2 | -3 | -2 | 2 | -0.6 | -2 | 18* | 14 | 1 | 0
CCOc1ccc(/C=C/c2c([N+](=O)[O-])c(=O)n(C)c(=O)n2C)cc1 | -6 | 8 | -12 | 2 | 0.3 | -1 | -10 | -8 | 0 | 0
Cc1cc(Cn2ccnc2)c(C)cc1Cn1ccnc1 | 6 | 1 | 1 | 4 | -1.2 | -2 | 1 | -11 | -3 | 0
COc1ccc(Cl)c(NC(=O)NCCN2CCN(c3ccccc3)CC2)c1 | 0 | 0 | -1 | 6 | -2.3 | 4 | 2 | 2 | -1 | -2
COc1ccc(-c2nnc(SC(C)C(=O)Nc3cccc(Cl)c3)o2)cc1 (configuration not stated) | 7 | -3 | 4 | 1 | 0.9 | -5 | -2 | 0 | -16 | 5
O=C(NCc1cccnc1)c1cc(-c2ccc(Cl)cc2)oc1C(F)(F)F | -20 | 4 | -5 | 0 | -1.3 | -2 | -1 | -1 | -9 | 1

The list goes on:
SMILES | ABHD4 inh | PRMT1 inh | TCR-CD3 inh | LEDGF integ inh | PG9 binder | NR1D1 modulator | SIAE inh | TDP2 inh | HTRA1 inh | rCAG binder
Cn1cccc1C(=O)NNC(=O)COc1ccccc1F | -1 | 2 | 7 | 2 | -1.0 | 2 | 1 | 13 | -1 | 3
Cc1ccc(S(=O)(=O)NCCC(=O)N2CC(C)OC(C)C2)cc1 (configuration not stated) | 2 | 2 | 0 | -4 | -0.5 | 4 | 5 | -9 | 6 | -4
O=C(O)CCCC(=O)Nc1ccc(-n2ccc(C(F)(F)F)n2)cc1 | -2 | -2 | 7 | -1 | -2.9 | 1 | 3 | -3 | -5 | 1
Brc1ccc(/C=N/Nc2ncnc3c2cnn3Cc2ccccc2)cc1 | -2 | -2 | -7 | 1 | 0.4 | -6 | 3 | 3 | 1 | 2
CCC(Oc1ccccc1)C(=O)Nc1ccc(S(=O)(=O)Nc2cnc3ccccc3n2)cc1 (configuration not stated) | -10 | -1 | 1 | 2 | 1.7 | -2 | -6 | -2 | -13 | 58*
CCN1CNC(=S)N(c2cccc(C)c2)C1 | 1 | -2 | 1 | -4 | -0.9 | -2 | 1 | 12 | 1 | -3
COc1ccc(C(O)Cn2cc([N+](=O)[O-])nc2C)cc1 (configuration not stated) | 3 | 7 | 8 | 0 | -0.5 | 6 | -7 | 4 | -2 | 2
CCCS(=O)(=O)N1CCCC(C(=O)N2CCCCC2)C1 (configuration not stated) | 1 | 1 | 8 | 4 | 0.3 | 3 | -4 | -4 | 1 | -4
COC(=O)C1C(=O)C2=C(CC1C)NC(=O)CC2c1cccc(C)c1 (configuration not stated) | 5 | -1 | 1 | -4 | -2.5 | -3 | 3 | -1 | -7 | 2
CC(C)=CCC/C(C)=C/CNC(=O)C[C@H]1C[C@H](C(=O)N2CCOCC2)[C@@]2(CCC3CCCC3)c3[nH]c4cc(CCC(=O)N(C)C)ccc4c3CCN2C1=O | -1 | -5 | 2 | -4 | -1.4 | 7 | 3 | 7 | 10 | 4
CCSC1=C(C#N)C(c2ccc(C)s2)CC(=O)N1 (configuration not stated) | -10 | -2 | 2 | -1 | -0.8 | x | 4 | -6 | 4 | 4
Cc1ccc(C2=NN(C(=O)CCl)C(c3cccs3)C2)o1 (configuration not stated) | 4 | 13 | -8 | -5 | -2.5 | -2 | -3 | -6 | -5 | -2
OCCN(Cc1ccccc1)Cc1ccccc1O | 5 | -4 | 3 | -2 | -3.1 | 1 | 2 | 8 | -3 | -5
CC(C(=O)Nc1cccc([N+](=O)[O-])c1)N1C(=O)NC2(CCCC2)C1=O (configuration not stated) | 4 | -1 | 3 | -4 | -1.2 | -5 | -6 | 9 | -7 | -2
CCCCCCCCCCCCS(=O)(=O)CCC(=O)O | 5 | 1 | -7 | -5 | 1.6 | -2 | 5 | -2 | 1 | -1

Additional structures
SMILES | ABHD4 inh | PRMT1 inh | TCR-CD3 inh | LEDGF integ inh | PG9 binder | NR1D1 modulator | SIAE inh | TDP2 inh | HTRA1 inh | rCAG binder
Nc1nonc1-n1nnc(C(=O)N/N=C/c2cc(Br)cs2)c1-c1ccccc1 | -4 | -5 | 5 | -2 | 0.1 | -1 | -2 | -1 | -2 | 3
CSc1nsc(SCC(=O)Nc2ccccc2C(=O)O)n1 | -2 | 4 | -3 | -2 | 0.5 | -5 | 7 | 8 | 1 | 5
O=C1CCCN1S(=O)(=O)c1ccc(F)cc1 | -3 | 3 | 5 | 0 | -0.9 | -3 | 3 | 5 | 1 | 1
c1ccc2nc3c(nc2c1)CCc1nonc1-3 | 10 | 1 | 3 | -3 | 0.5 | 0 | -10 | -1 | 0 | 3
CCOc1c(Cl)cc(CNCC(C)C)cc1OC | 5 | 0 | -6 | -1 | 1.2 | 2 | -4 | 7 | 3 | -1
C=C(C)C(=O)Nc1cccc(C2=NOC3(C2)C[C@@H](C(N)=O)N(C(=O)C2(C)CC2)C3)c1 (some centres not stated) | -9 | 0 | 6 | 36* | 1.2 | -14 | -10 | 1 | 4 | 8
Cc1ccc(C)c(NC(=O)CCC(=O)NNC(=S)Nc2ccccc2)c1 | 7 | 2 | -9 | -1 | -1.0 | -7 | 7 | 0 | 8 | 1
CC(C)NC(=O)OC[C@H]1O[C@H](C#Cc2ccc(C(C)(C)C)cc2)C=C[C@H]1O | 0 | 1 | -2 | -1 | -0.1 | -5 | 0 | -1 | x | 1
COc1cc(S(=O)(=O)N(Cc2cccs2)CC2CCCO2)ccc1-n1cnnn1 (configuration not stated) | -12 | 3 | -7 | -3 | -2.2 | -3 | 1 | -9 | 7 | -5
O/N=C/Cc1[nH]c2ccccc2c1-c1ccccc1 | -3 | 0 | 7 | -3 | 0.3 | 6 | 5 | 5 | -2 | 19
COCCNc1nc(-c2cc(-c3ccc(Cl)cc3)on2)cc(C(C)C)n1 | -1 | 1 | 4 | 2 | 0.0 | -1 | -6 | -4 | -16 | 3
CCc1ccc(S(=O)(=O)Nc2cccc(-c3ccc4nncn4n3)c2)s1 | -7 | -1 | 3 | 5 | 0.9 | 1 | -3 | 2 | -2 | 15
Cc1nnc2sc(-c3ccc(-c4ccc(Cl)c(C(F)(F)F)c4)o3)nn12 | -7 | 9 | -4 | 4 | -1.2 | 5 | 1 | 0 | -6 | 18
CC(C)(C)c1cc(NC(=O)c2cccs2)no1 | -7 | 2 | 8 | -2 | 0.2 | 0 | -7 | -8 | 3 | -2
O=C(NC1CCCC1)c1nc(-c2c(F)cccc2F)oc1-c1ccccc1 | -4 | -8 | 1 | 4 | -0.9 | -3 | -6 | -13 | x | 3

(cont.)
SMILES | ABHD4 inh | PRMT1 inh | TCR-CD3 inh | LEDGF integ inh | PG9 binder | NR1D1 modulator | SIAE inh | TDP2 inh | HTRA1 inh | rCAG binder
Fc1ccc(-c2nc3cnccn3c2NC2CCCC2)cc1 | 1 | 4 | 8 | 1 | 2.1 | 0 | 2 | -18 | -2 | -8
CC1(C)OC(=O)C2=C(CC(CCc3ccccc3)OC2c2ccc(F)cc2)O1 (configuration not stated) | -9 | 3 | 6 | -4 | 0.9 | -1 | 6 | -4 | x | 3
COc1ccc(-c2noc(CCC(=O)NCc3cccnc3)n2)cc1 | 0 | 0 | 6 | -1 | 1.2 | 3 | -2 | -4 | 2 | -2
COc1ccc(C(=O)Nc2nnc(CCc3ccccc3)s2)c(OC)c1 | -12 | 8 | -7 | 3 | -1.1 | 2 | -5 | -4 | -40 | -1
Cn1c2c(c(=O)n(C)c1=O)[C@@]1(C(=O)Nc3ccccc31)C(C#N)=C(N)O2 | -8 | 8 | -1 | 5 | -12 | -3 | 0 | -15 | 0 | 3
Cc1ccc(-c2ccnc3[nH]n(-c4ccccc4)c(=O)c23)cc1 | 3 | 2 | -12 | -3 | -4.3 | -4 | 6 | 1 | 6 | -2
c1ccc(CCc2nc(-c3ccccc3)no2)cc1 | -2 | -2 | 6 | -4 | 0.7 | 3 | -1 | -3 | -2 | -3
CCN(Cc1ccncc1)Cc1cn(C)nc1-c1ccc(Oc2ccccc2)cc1 | -4 | 2 | 4 | -3 | 1.9 | 6 | -2 | 1 | -13 | -7
COc1ccc(C)cc1NC(=O)c1ccc(S(=O)(=O)N2CCCCC2)cc1 | -9 | -2 | 3 | 2 | -0.1 | -5 | -4 | 8 | -5 | 4
CCc1ccc(N(C(=O)c2csnn2)C(C(=O)NC(C)(C)CC)c2cccnc2)cc1 (configuration not stated) | -3 | 1 | -7 | -2 | 2.9 | 0 | -3 | -2 | 8 | -6
CC(=O)c1cc(-c2ccccc2)n(CC(=O)Nc2ccc(C)c(C)c2)c1C | -3 | 2 | 4 | 0 | -0.5 | 3 | -6 | -6 | -5 | 4
CCN(CC)c1ccc(CNC23CN4CN(CN(C4)C2)C3)cc1 | -7 | -3 | 4 | 3 | -2.3 | 0 | -6 | -18 | 6 | 1

With a hit mark in SIAE inh, of those listed so far:
SMILES | ABHD4 inh | PRMT1 inh | TCR-CD3 inh | LEDGF integ inh | PG9 binder | NR1D1 modulator | SIAE inh | TDP2 inh | HTRA1 inh
COc1ccc(C(=O)C[n+]2ccccc2/C=N/O)cc1 | -2 | -3 | -2 | 2 | -0.6 | -2 | 18* | 14 | 1

Source: PubChem BioAssay (several laboratories)
